Screens: PubChem, several laboratories
RTF Ca sens act: cardiac RTF calcium sensitization; hit rate 0.24% among 340,000; P19429+P45379; activation, % at 7.2 µM; AID 493008; IANBD-labeled TnC RTF fluorescence at EC20 calcium; 0% EC20 calcium, 100% full calcium;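 active means activation above the mean over all tested compounds plus 3 SD, cut at about 30% in these data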;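 further: rise in fluorescence read as greater calcium sensitivity of cardiac thin filaments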
CDK5 p35 inh: blocks human CDK5/p35 kinase activity | Q00535+Q15078 | Recombinant CDK5/p35, ADP-Glo luminescence, 60 min | inhibition, % at 10 µM | hit rate 0.01% among 330,000 | AID 488839;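 active means highest replicate inhibition of at least 50% and at least 75% of replicates reaching 50%; inconclusive means only one of the two criteria met; inactive means both criteria failed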;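 further: plate controls were DMSO neutral control for no effect and GW8510 at 10 µM for full effect; many of its hits are not listed in these tables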
Wnt bcat act: Wnt/beta-catenin pathway activation. Wnt/beta-catenin reporter cell assay, activator, plate reader. activation, % at 9.35 µM. hit rate 1.2% among 300,000; in the data active means activation above about 30%, passing the limit was not always enough; inconclusive means no clear call, values can overlap the other calls;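 further: 0% = neutral control wells and 100% = positive control wells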
MITF TRPM1 HTS: activators of MITF-driven TRPM1 promoter activity in SK-MEL-5 cells. SK-MEL-5 TRPM1-promoter luciferase, 24 h; % of positive control, neutral wells = 0. activation, % at 12.5 µM. hit rate 0.75% among 300,000;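 active means mean activation of at least 80% with every replicate also reaching 80%; inconclusive means mean reaches 80% but some replicate falls short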;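 further: 0% = neutral control wells and 100% = parthenolide positive control wells; values of inactives mirror those of a sister screen read the other way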
dFosB activator: enhances mouse delta FosB homodimer DNA binding; P13346; purified delta FosB, TAMRA-CDK5 oligo fluorescence polarization; percent of positive-control signal above neutral wells; activation, % at 25 µM; hit rate 0.99% among 340,000; AID 493131;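 active means mean activation above about 17%, with every replicate also reaching it, limit read from the data, passing the limit was not always enough; inconclusive means only one of the two conditions met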;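 further: fluorescence polarization rise as delta FosB binds a TAMRA Cdk5 AP-1 oligo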
Target sequence (P13346 whole entry, looked up): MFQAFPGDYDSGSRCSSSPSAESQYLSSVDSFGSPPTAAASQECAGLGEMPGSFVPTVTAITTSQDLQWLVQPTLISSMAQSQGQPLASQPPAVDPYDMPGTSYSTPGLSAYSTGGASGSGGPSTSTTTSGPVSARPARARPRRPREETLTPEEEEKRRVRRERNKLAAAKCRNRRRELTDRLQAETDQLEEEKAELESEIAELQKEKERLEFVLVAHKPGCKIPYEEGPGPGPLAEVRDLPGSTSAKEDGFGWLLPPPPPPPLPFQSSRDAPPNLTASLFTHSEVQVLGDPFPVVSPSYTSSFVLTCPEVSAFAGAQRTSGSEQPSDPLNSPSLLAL
V-ATPase pH: yeast V-ATPase proton transport regulation by pHLuorin. hit rate 0.37% among 350,000. response, % at 10 µM. S. cerevisiae, pHLuorin cytosolic pH fluorescence; in the data active means response mostly above about 7.3%, no sharp cut-off; inactive means mostly below about 5.4%; further: actives read high; inactives centre near 0; some compounds called inactive have numbers as strong as hits
Rtt109 HAT inh: C. albicans Rtt109 histone acetyltransferase inhibition; Q5AAJ8; purified Rtt109/Vps75, ThioGlo CoA-SH fluorescence, 4 h; inhibition, % at 34.9 µM; hit rate 0.16% among 330,000; AID 540336;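 active means inhibition of at least 50% in every replicate; inconclusive means best replicate reaches 50% inhibition but some replicates fall short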
Target sequence (Q5AAJ8 whole entry, looked up): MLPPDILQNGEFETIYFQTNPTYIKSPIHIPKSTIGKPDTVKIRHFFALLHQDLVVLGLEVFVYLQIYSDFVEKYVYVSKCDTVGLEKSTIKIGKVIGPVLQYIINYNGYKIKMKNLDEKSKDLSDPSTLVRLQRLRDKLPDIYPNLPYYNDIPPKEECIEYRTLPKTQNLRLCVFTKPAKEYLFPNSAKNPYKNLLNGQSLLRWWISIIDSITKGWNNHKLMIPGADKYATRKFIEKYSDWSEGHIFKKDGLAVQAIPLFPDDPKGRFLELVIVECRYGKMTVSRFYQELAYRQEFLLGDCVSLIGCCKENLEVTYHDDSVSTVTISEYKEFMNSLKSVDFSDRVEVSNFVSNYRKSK
CAL PDZ FP-1: blocks peptide binding to the human CAL PDZ domain | purified CAL PDZ, TMR-peptide fluorescence polarization, 1 h | inhibition, % at 24.9 µM | hit rate 0.92% among 300,000 | AID 602252;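 active means mean inhibition of at least 30% with at least half of replicates also reaching 30%; inconclusive means no clear call, values can overlap the other calls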;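 further: 0% = DMSO neutral control and 100% = excess unlabeled competitor peptide PRC23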
Tat export inh: blocks Tat-dependent protein export in E. coli | inhibition, % at 10 µM | AID 488895 | hit rate 0.036% among 340,000 | E. coli MC4100 TorA-mCherry Tat export, fluorescence;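 active means mean replicate inhibition at least 50% and at least half of replicates individually reaching 50%; inconclusive means only one of the two criteria met; inactive means neither criterion met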;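 further: exported cargo escapes ClpAP degradation while cytoplasmic cargo is degraded and loses fluorescence; 0% = median of neutral control wells and 100% = median of NaSCN control wells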
CAL PDZ FP-2: inhibitors of human CAL PDZ peptide binding; Q9HD26; purified CAL PDZ, TMR-peptide fluorescence polarization, 1 h; inhibition, % at 20 µM; hit rate 0.02% among 330,000; AID 504414;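 active means highest replicate inhibition of at least 40%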;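 further: plate controls were DMSO neutral control wells for no effect and unlabeled competitor peptide control wells for full effect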
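Test system: purified CerCALP PDZ construct; Compound dosing: one concentration, 20 µM compound; Also added: TMR-labelled reporter peptide T*-PRC34 bound in PDZ groove; Read-out: inhibition from polarization loss; Controls: unlabelled peptide and DMSO controls; Signal: FP readout, S and P plane fluorescence; Incubation: 1 h at RT.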
Active calls of the source: *; ? = inconclusive; . = no result given.

Each structure is followed by: RTF Ca sens act	CDK5 p35 inh	Wnt bcat act	MITF TRPM1 HTS	dFosB activator	V-ATPase pH	Rtt109 HAT inh	CAL PDZ FP-1	Tat export inh	CAL PDZ FP-2
> CCC(C)c1ccc(NC(=O)COC(=O)CCNC(=O)c2ccco2)cc1 (configuration not stated)
→ 2	-1.0	3	16	-9	0	-28	-7	-2	0.2
> CN1C[C@@H]2[C@@H]3C(=O)N(Cc4ccccc4)C(=O)[C@@H]3[C@](Cc3ccccc3)(C1=O)N2C(=O)c1ccc(Cl)cc1
→ -1	-0.5	-4	-2	-4	-6	12	2	-2	1.4
> CC(=O)OC[C@H]1O[C@@H](Oc2cc3ccc(=O)oc3cc2OC(C)=O)[C@H](OC(C)=O)[C@@H](OC(C)=O)[C@@H]1OC(C)=O
→ -2	-1.5	13	23	-11	1	-1	5	4	0.7
> O=C(COC(=O)CCCNC(=O)c1ccc(Cl)cc1)NC1CC1
→ -5	1.3	.	.	3	0	15	-1	-2	-2.1
> Cc1cc(C)nc(Nc2cc([N+](=O)[O-])ccc2C)n1
→ 9	1.0	0	-7	-1	-1	-7	-8	4	-2.9
> O=C(NCc1ccccc1)C1CCC1
→ 2	0.5	.	-2	4	1	-12	-2	3	0.2
> C/C(=N\O)C(=O)NCC1CCNCC1
→ -7	-0.4	-1	.	-3	-2	-2	-5	8	0.6
> CC(C)N(C(=O)COC(=O)[C@H](C)NC(N)=O)c1ccccc1
→ 0	1.4	0	3	-5	4	13	3	3	-1.6
> CC(=O)Nc1ccc(S(=O)(=O)N2CCCc3ccccc32)cc1
→ 0	-3.0	.	-11	-12	2	-2	5	2	-1.1
> Cc1cccc(CNc2ccc(C(CC(N)=O)NC(=O)c3ccccc3)cc2[N+](=O)[O-])c1 (configuration not stated)
→ 6	-3.7	-6	2	-2	5	-5	4	-9	0.6
> CCOc1cc(C(=O)O/N=C(\N)c2ccc([N+](=O)[O-])cc2)cc(OCC)c1OCC
→ 0	-0.5	-4	.	-2	0	-3	-3	-5	-1.5
> COC(=O)c1ccccc1NC(=O)c1ccc(-c2ccccc2F)o1
→ -3	0.6	12	51	1	0	.	-5	-1	-2.8
> O=C(Nc1ccc(C(=O)O)cc1)/C(=C\c1ccc2c(c1)OCO2)NC(=O)c1ccc(Br)o1
→ 4	-1.6	-6	8	0	1	-1	-4	-5	.
> CN(C)CCN(C(=O)c1ccc(S(=O)(=O)N(C)c2ccccc2)cc1)c1nc2ccc(Cl)cc2s1
→ 1	0.6	3	34	28*	-2	0	3	4	0.8
> COc1cc([N+](=O)[O-])ccc1NC(=S)Nc1cc(C(=O)OC(C)C)cc(C(=O)OC(C)C)c1
→ 2	-1.5	.	-11	-1	-2	1	-6	-1	-0.2
> O=C(NC1CCCC1)C1CC(=O)N(CCc2ccccc2)C1 (configuration not stated)
→ -12	0.0	.	-8	-3	-4	14	-4	-7	-0.2
> O=S(=O)(Nc1cccc(S(=O)(=O)N2CCCC2)c1)c1cccc(Br)c1
→ 0	0.2	-3	-6	-5	-4	0	2	1	-1.4
> COc1cccc(/C(C)=N/N=C(\C)c2cccc(OC)c2)c1
→ -4	0.4	11	.	-4	-2	-1	1	4	-0.8
> CC1CC1C(=O)OCC(=O)Nc1ccc2[nH]c(=O)[nH]c2c1 (configuration not stated)
→ 5	-4.0	-1	4	4	0	-2	-2	-8	-2.2
> CCOC(=O)C1CCN(S(=O)(=O)c2csc(C(N)=O)c2)CC1
→ -1	0.1	0	1	-1	0	2	.	-7	-0.8
> CC(CCc1ccccc1)NC(=O)CNC(=O)c1cccs1 (configuration not stated)
→ 2	0.3	1	-3	-14	-1	3	-1	7	-0.8
> COc1cc2c(cc1O)[C@@H]1Cc3cc(O)c(OC)cc3[C@H](C2)N1C
→ -1	-7.9	0	1	2	-1	-9	-2	6	-1.3
> CCc1ccc(C(=O)C(C)OC(=O)c2nn(C)c(=O)c3ccccc23)cc1 (configuration not stated)
→ -6	-1.4	-1	0	-6	1	-1	-3	-5	-1.7
> O=C(O)c1ccccc1CSc1nnnn1-c1ccccc1
→ 23	-1.1	0	-1	-3	-1	-9	81*	-4	.
> Clc1ccc(-c2nnc(COc3ncnc4ccccc34)o2)cc1
→ 1	-3.0	-2	10	-2	3	-1	-1	-4	-0.6
> CC(C)c1ccc(Nc2ncccc2C(=O)O)cc1
→ -1	-0.1	17	46	-16	1	?	-4	-4	-4.5
> CC1=NN(c2ccc(F)cc2)C(=O)C1C(c1cccc(O)c1)c1c(C)[nH]n(-c2ccc(F)cc2)c1=O (configuration not stated)
→ 1	-0.3	.	0	3	-5	2	11	4	0.5
> CC(OC(=O)c1nn(C)c(=O)c2ccccc12)C(=O)NC1CCCCC1C (configuration not stated)
→ 3	-0.4	0	-9	-8	12	-2	-2	6	-1.7
> COc1ccc(C(=O)CSc2ccc(-c3ccccc3)nn2)cc1
→ 6	0.3	1	6	2	-3	2	0	3	-1.1
> O=C(/C=C\c1ccco1)Nc1ccc(N2CCN(C(=O)c3ccccc3)CC2)cc1
→ 0	3.2	.	-12	-2	3	7	-5	-5	-0.3

Three structures already listed, arranged by number of heavy atoms, descending.
Each structure is followed by: RTF Ca sens act	CDK5 p35 inh	Wnt bcat act	MITF TRPM1 HTS	dFosB activator	V-ATPase pH	Rtt109 HAT inh	CAL PDZ FP-1	Tat export inh	CAL PDZ FP-2
> CCC(C)c1ccc(NC(=O)COC(=O)CCNC(=O)c2ccco2)cc1 (configuration not stated)
→ 2	-1.0	3	16	-9	0	-28	-7	-2	0.2
> CC(C)c1ccc(Nc2ncccc2C(=O)O)cc1
→ -1	-0.1	17	46	-16	1	?	-4	-4	-4.5
> O=C(NCc1ccccc1)C1CCC1
→ 2	0.5	.	-2	4	1	-12	-2	3	0.2

Further records:
Each structure is followed by: RTF Ca sens act	CDK5 p35 inh	Wnt bcat act	MITF TRPM1 HTS	dFosB activator	V-ATPase pH	Rtt109 HAT inh	CAL PDZ FP-1	Tat export inh	CAL PDZ FP-2
> COc1cc2c(cc1OC)-c1c(OC)c(OC)cc3ccnc(c13)C2=O
→ 10	-0.7	10	-7	-33	-3	13	2	-8	1.8
> COc1ccc([N+](=O)[O-])cc1NC(=O)CSc1nc(C)cc(C)n1
→ -4	0.5	.	-3	-5	-3	-1	4	-8	-1.1
> C/C(=N\NC(=O)c1ccccc1)c1cc2cc([N+](=O)[O-])ccc2oc1=O
→ -6	.	-3	5	-4	3	10	-1	0	0.3
> Cc1ccc2[nH]c(=O)c(CN(Cc3ccccc3)Cc3nnnn3C3CCCC3)cc2c1
→ 3	-0.4	.	25	-8	8	6	-2	-2	-1.1
> Cc1cc2oc(=O)cc(CN3CCCCC3C)c2cc1C (configuration not stated)
→ 1	-0.4	-1	-7	-13	-2	-4	-2	-2	-0.9
> COc1cccc(NC(=O)CN(C)C(=O)C(Sc2ccccc2)c2ccccc2)c1 (configuration not stated)
→ -7	1.0	-4	-2	-11	-2	45	-3	8	-3.0
> O=C(NCCC1=CCCCC1)N[C@@H](Cc1ccccc1)C(=O)O
→ -6	-0.2	-1	12	-2	2	2	-3	7	-0.1
> CCN(CC(=O)NCc1cccs1)C(=O)/C=C/c1cccc(Cl)c1Cl
→ 0	-0.6	0	13	-4	8	6	-1	6	-2.2
> CC(=O)NC1CCC(OC(=O)Nc2ccccc2)CC1 (configuration not stated)
→ 4	0.2	2	37	0	-2	-6	-4	-6	-0.6
> COc1ccccc1-n1nnnc1SCC(=O)NC1CCCC1
→ -2	0.4	-1	4	-10	5	0	1	-3	0.1
> CCOc1ccc(NC(=O)CCSc2nc3c(c(CC)c2C#N)C(=O)CC(C)(C)C3)cc1
→ -1	-0.6	.	8	-2	-3	12	-2	-2	0.8
> C=C1C(=O)OC2C1CCC(C)=C1C(=O)C3OC3(C)C12 (configuration not stated)
→ -4	0.2	-2	-105	-6	-3	-3	1	-2	-0.4
> CN(CCC#N)C(=O)COC(=O)[C@H](Cc1ccccc1)N1C(=O)c2ccccc2C1=O
→ -4	-0.6	-2	-10	1	0	0	8	-3	0.1
> CC(C)(C)NC(=O)C[C@H]1C[C@H](C(=O)N2CCCCC2)[C@@]2(C)c3[nH]c4ccc(Cl)cc4c3CCN2C1=O
→ -1	0.2	-3	-6	-6	0	17	-5	-2	1.2
> COc1ccc(/C=C/C(=O)NCC2COc3ccccc3O2)c(OC)c1 (configuration not stated)
→ 4	1.5	2	24	-10	3	4	-19	-1	-1.5
> COc1ccc(OC)c(NC(=O)CCN2CCN(c3ccccc3OC)CC2)c1
→ -9	0.0	-2	4	1	0	4	-4	8	0.2
> O=C(CNC(=O)c1cccs1)c1ccc(Cl)cc1
→ -4	0.0	5	130*	1	0	2	-2	0	0.0
> CCOc1ccc(NC(=O)CN(C)C(=O)c2cc([N+](=O)[O-])ccc2N2CCOCC2)cc1OCC
→ 3	-2.3	0	0	-4	0	2	-3	6	-2.6
> COc1ccc(NC(=O)c2ccc3c(c2)OCO3)cc1
→ 3	0.6	18	22	0	-1	-6	.	-1	0.0
> CSc1c(-c2ccccn2)c(N)nn1C(=O)C1CC1
→ -3	0.6	0	3	5	7	0	-5	-2	-0.3
> O=C(CCn1cnc2ncccc2c1=O)N1CCN(c2cccc(Cl)c2)CC1
→ 2	-1.1	-2	.	-5	0	-6	0	4	-1.2
> CCOc1ccccc1NC(=O)Cn1c(=O)n(CCC(=O)NC2CCCC2)c(=O)c2ccccc21
→ -1	0.3	-2	2	5	-3	1	1	-4	-2.5
> CCN(CC(=O)Nc1ccc(NC(C)=O)cc1)C(=O)CSCC(=O)Nc1ccc(C)cc1
→ -1	-7.1	-2	9	4	-1	-4	-4	22	-1.6
> O=C(Nc1ccc(Oc2cccnc2)cc1)C1CCN(Cc2ccccc2)CC1
→ 1	-0.8	2	14	-4	-1	-2	-4	20	0.2
> Cc1ccc(N2CCN(C(=O)c3ccccc3Br)CC2)c(C)c1
→ -3	0.0	-4	0	-12	1	9	1	12	-1.2
